Source: PubChem
LEDGF integ inh – blocks HIV-1 LEDGF/p75-dependent DNA integration; TR-FRET IN-LEDGF/p75 DNA integration, Eu/Cy5; inhibition, % at 3.7 µM; 370,000 compounds, 0.64% hits;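 active = inhibition above the screen-wide mean plus 3 SD, cut at about 13% in these data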;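 note: signal is the Cy5 over europium emission ratio at 671 and 618 nm; 0% = plate median of compound wells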
SIAE inh – blocks human sialic acid acetylesterase; inhibition, % at 9.66 µM; SIAE FP-Rh probe binding, fluorescence polarization; 370,000 compounds, 0.69% hits; Q9HAT2;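 active = inhibition above a cutoff: mean of compounds within the control limits plus 3 SD of those, cut at about 17% in these data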;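 note: 0% = plate median of compound wells and 100% = probe without SIAE protein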
TCR CD3 inh – blocks the human TCR-CD3 interaction | TAMRA-labeled TCR probe fluorescence, biochemical | inhibition, % at 9.4 µM | 360,000 compounds, 0.37% hits; in the data active = inhibition above about 19%;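 note: recombinant mutant TCR 2C K166C tagged with TAMRA read by polarization; 0% = receptor in buffer alone and 100% = receptor with positive control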
UHRF1 MBD2 ctr – UHRF1 methyl-DNA binding inhibition | Q96T88 | UHRF1 binding to methylated oligo, TR-FRET | inhibition, % at 4.4 µM | 370,000 compounds, 0.75% hits | AID 687016; in the data active = inhibition above about 21%;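 note: UHRF1 SRA domain binding a hemimethylated CpG hairpin DNA probe; 0% = median of test compound wells and 100% = reference inhibitor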
DDE Tn7 FP inh – inhibitors of Tn7 peptide binding to human fibrin DD(E) | FP displacement of FITC-Tn7 peptide from fibrin DD(E); 0% = median of compound wells per plate | inhibition, % at 8.3 µM | 370,000 compounds, 0.13% hits | AID 720508;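 active = inhibition above the mean of compounds falling within the control limits plus 3 SD of them, cut at about 14% in these data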;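 note: 0% = plate median of compound wells and 100% = 10 µM Aha-Tn7 peptide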
Target sequence (P02675 whole entry, looked up): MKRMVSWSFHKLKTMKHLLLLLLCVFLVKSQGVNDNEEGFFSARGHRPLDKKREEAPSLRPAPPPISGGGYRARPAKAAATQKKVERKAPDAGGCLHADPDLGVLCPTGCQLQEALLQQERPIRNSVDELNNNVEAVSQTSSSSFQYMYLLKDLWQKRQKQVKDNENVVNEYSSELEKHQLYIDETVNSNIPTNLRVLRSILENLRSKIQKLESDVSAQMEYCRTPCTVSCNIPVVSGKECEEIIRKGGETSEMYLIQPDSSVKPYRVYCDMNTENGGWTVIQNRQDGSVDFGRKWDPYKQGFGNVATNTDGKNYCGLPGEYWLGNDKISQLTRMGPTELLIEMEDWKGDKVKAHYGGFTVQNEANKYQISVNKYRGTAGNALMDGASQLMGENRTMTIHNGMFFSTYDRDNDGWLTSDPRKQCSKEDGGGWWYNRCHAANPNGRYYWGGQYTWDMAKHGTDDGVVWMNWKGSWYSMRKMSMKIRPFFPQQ
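assay system = human clot-derived fibrin DD(E) complex | quantity = Fibrin-DD(E) at 2 µM final | timing = 10 min preincubation, 3 h with tracer, room temperature | signal = fluorescence polarization | measure = percent inhibition | benchmarks = high control wells with 10 µM unlabelled Aha-Tn7 peptide (full inhibition) | replicates = singlicate testing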
TDP2 absorb – TDP2 (human) inhibition, absorbance primary screen. O95551. inhibition, % at 12.8 µM. recombinant TDP2, T5PNP hydrolysis, p-nitrophenol absorbance 415 nm. 370,000 compounds, 0.34% hits. AID 720702;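 active = inhibition above the mean of all tested compounds plus 3 SD, set per campaign, cut at about 25% in these data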;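 note: 0% = DMSO with enzyme and 100% = buffer with substrate but no TDP2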
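Test system: Human TDP2 enzyme | Reagent: 5 mM T5PNP | Compound dosing: 12.8 µM single point, 1% DMSO | Incubation: Enzyme reaction with compound for 2 h at 37 °C | Technique: p-Nitrophenol epi absorbance | Read-out: % inhibition relative to enzyme-containing and enzyme-free wells | Benchmarks: High control without enzyme, low control DMSO plus TDP2 | Replicates: Singlicate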
PG9 binder – PG9 antibody binding by small molecule; inhibition, % at 6.7 µM; 360,000 compounds, 0.43% hits; AID 624416; TR-FRET gp120-PG9 antibody binding; in the data active = inhibition above about 8.5%
HTRA1 inhibitor – blocks human HTRA1 serine peptidase | inhibition, % at 5.96 µM | AID 504803 | recombinant HTRA1, FP-rhodamine activity-based probe, fluorescence polarization | Q92743 | 340,000 compounds, 0.5% hits; in the data active = inhibition above about 36%;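 note: 0% = enzyme with DMSO and 100% = wells lacking enzyme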
PRMT1 FP inh – blocks human protein arginine methyltransferase 1 | Q99873 | recombinant PRMT1, activity-based probe fluorescence polarization | inhibition, % at 2.79 µM | 370,000 compounds, 1.3% hits | AID 652257;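 active = inhibition above about 21% made by adding two undisclosed values, limit read from the data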
Target sequence (Q99873 whole entry, looked up): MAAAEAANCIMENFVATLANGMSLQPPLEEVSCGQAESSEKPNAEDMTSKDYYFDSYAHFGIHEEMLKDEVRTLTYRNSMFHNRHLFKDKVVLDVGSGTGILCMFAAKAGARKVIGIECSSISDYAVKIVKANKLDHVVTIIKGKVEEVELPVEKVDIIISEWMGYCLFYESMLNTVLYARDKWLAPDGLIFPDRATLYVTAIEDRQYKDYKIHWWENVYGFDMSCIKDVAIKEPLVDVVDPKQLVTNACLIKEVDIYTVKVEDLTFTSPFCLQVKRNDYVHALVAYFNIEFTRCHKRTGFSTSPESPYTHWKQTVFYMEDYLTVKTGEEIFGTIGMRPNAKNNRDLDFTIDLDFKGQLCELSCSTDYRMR
mABHD4 FP – inhibits mouse alpha/beta hydrolase domain 4; purified mABHD4, FP-Rh probe fluorescence polarization; inhibition, % at 8.92 µM; 370,000 compounds, 0.54% hits; Q8VD66;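 active = inhibition exceeding the mean over every tested compound plus 3 SD, cut at about 30% in these data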;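 note: 0% = plate median of compound wells and 100% = S159A mutant with DMSO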
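Assay system: Wild-type mouse ABHD4 protein | Medium: HEPES pH 7.0 buffer, 150 mM NaCl, 0.01% Pluronic F-127 | Incubation: Enzyme–compound pre-incubation 45 min, then probe 60 min, both 25 °C | Technique: Fluorescence polarization with parallel and perpendicular emission, 525/598 nm | Evaluation: % inhibition of FP-Rh probe binding versus controls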
* hit, by the source's call; . = not tested or not shown. Outcome played no part in choosing rows, and some 4.2% of all compounds hit somewhere here.

SMILES	LEDGF integ inh	SIAE inh	TCR CD3 inh	UHRF1 MBD2 ctr	DDE Tn7 FP inh	TDP2 absorb	PG9 binder	HTRA1 inhibitor	PRMT1 FP inh	mABHD4 FP
CC(=O)Nc1cc(-c2ccccc2Cl)cn2c(-c3ccc(S(C)(=O)=O)cc3)cnc12	-4	-6	-15	1	-3	9	-1.4	.	0	2
COc1cc(C(=O)NCC(c2ccco2)N2CCCC2)ccc1OCc1ccc(Cl)cc1Cl (stereo not given)	-1	-4	-3	-2	-10	-11	-0.6	-33	-2	3
Cc1ccc2nc(N3CCN(C(=O)c4ccc(F)cc4)CC3)c(C#N)cc2c1	-7	-5	-3	3	0	-3	0.5	-3	-1	2
O=C(CSc1nnc(-c2cccs2)n1-c1ccccc1)N1CCOCC1	0	-3	8	3	-3	-1	-2.2	2	-2	5
CC(=O)N1CCN(c2ccc(NCc3ccc(F)cc3)cc2)CC1	8	5	3	1	0	4	-9.5	16	5	20
O=C(NCCc1c[nH]c2ccccc12)[C@H](Cc1c[nH]c2ccccc12)NC1(C(=O)NC2CCCCC2)CCCCCCC1	7	-2	.	16	-5	-5	.	.	-4	-1
N#Cc1ccc(CSc2ccc(S(=O)(=O)N3CCCC3)cn2)cc1	6	-2	-2	-1	-2	-2	-3.7	-3	-4	3
CC(Nc1c([N+](=O)[O-])c(=O)oc2ccccc12)c1ccccc1 (stereo not given)	1	3	-2	-1	10	-14	1.3	-19	1	-2
CCc1nnc(NC(=O)CC23CC4CC(CC(C4)C2)C3)s1	2	-4	-2	-1	0	10	-0.6	2	-1	5
Cc1ccc(C(=O)OCC(=O)N2CCC(Cc3ccccc3)CC2)cc1N	4	2	1	2	-1	-7	1.0	-6	-2	1
Cn1c(Cl)c(/C=N/OC(=O)C2CC2)c2ccccc21	-7	4	3	-1	-1	3	-0.8	16	8	-1
COc1ccc(NC(=O)COC(=O)c2cc(OC)c(OC)c(OC)c2)c([N+](=O)[O-])c1	3	6	4	1	-7	-6	0.6	-2	-3	2
COc1ccc(C(=O)N2CCC(n3nccc3NC(=O)C3CCOC3)CC2)cc1 (stereo not given)	-5	-4	-3	2	0	-10	-0.3	5	2	3
Cc1sc2nc[nH]c(=O)c2c1-c1ccc(F)cc1	-3	4	-5	1	-3	14	1.5	-6	5	10
O=C(NCc1ccc(Cl)nc1)c1ccc2nc([C@@H]3O[C@H](CO)[C@H](O)[C@H](O)[C@H]3O)[nH]c2c1	-2	0	-5	2	10	3	0.3	.	5	3
Cc1cccc([C@@H]2[C@@H]3C(=O)N(Cc4ccccc4)C(=O)[C@@H]3[C@]3(CC(C)C)C(=O)N(c4cccc(Cl)c4)C(=O)N23)c1	-3	-5	4	-3	-4	5	-2.1	-46	0	-12
CNC[C@@H]1OCc2ccccc2-c2ccccc2C(=O)N([C@@H](C)CO)C[C@@H]1C	0	12	-2	-1	-2	6	-1.4	-1	-5	1
COc1ccc(C2CC3(O)NC(=O)C(C#N)(C3C)C2(C#N)C#N)cc1 (stereo not given)	-1	-4	0	-1	0	0	2.5	.	-1	-3
CCNC(=S)N1CCC(C(=O)c2ccc(F)cc2)CC1	0	4	-1	0	-2	4	0.2	5	1	4
O=C(CSc1nc(=O)n2ccccc2n1)OCc1ccccc1	-9	-2	-3	2	2	2	0.5	-1	2	1
CSc1n[nH]c(NCc2ccccc2)n1	-1	3	2	0	0	-7	-1.0	1	0	3
CSCCC(C(=O)NC(C)(C)C)n1c(-c2ccc(C)cc2)nc2ccccc21 (stereo not given)	-1	7	1	0	-9	2	-0.7	.	-1	4
Cc1ccccc1Cc1c(C)nc2c(C(=O)N3CCN(Cc4ccc5c(c4)OCO5)CC3)cnn2c1C	2	0	4	-3	3	2	-3.8	0	0	27
COc1ccc(CC(=O)N2CCN(c3ccccn3)CC2)cc1	0	-2	6	0	1	-2	-0.3	5	1	4
COc1ccc(C2/C(=C(/O)c3ccc4c(c3)CC(C)O4)C(=O)C(=O)N2Cc2cccnc2)cc1 (stereo not given)	-4	1	-2	-4	5	14	7.4	4	2	8

3 entries out of the list above, ordered by the value under HTRA1 inhibitor, descending:
SMILES	LEDGF integ inh	SIAE inh	TCR CD3 inh	UHRF1 MBD2 ctr	DDE Tn7 FP inh	TDP2 absorb	PG9 binder	HTRA1 inhibitor	PRMT1 FP inh	mABHD4 FP
COc1ccc(NC(=O)COC(=O)c2cc(OC)c(OC)c(OC)c2)c([N+](=O)[O-])c1	3	6	4	1	-7	-6	0.6	-2	-3	2
Cc1ccc2nc(N3CCN(C(=O)c4ccc(F)cc4)CC3)c(C#N)cc2c1	-7	-5	-3	3	0	-3	0.5	-3	-1	2
Cc1ccc(C(=O)OCC(=O)N2CCC(Cc3ccccc3)CC2)cc1N	4	2	1	2	-1	-7	1.0	-6	-2	1

The listing picks up with the four entries that preceded the break.
SMILES	LEDGF integ inh	SIAE inh	TCR CD3 inh	UHRF1 MBD2 ctr	DDE Tn7 FP inh	TDP2 absorb	PG9 binder	HTRA1 inhibitor	PRMT1 FP inh	mABHD4 FP
CSCCC(C(=O)NC(C)(C)C)n1c(-c2ccc(C)cc2)nc2ccccc21 (stereo not given)	-1	7	1	0	-9	2	-0.7	.	-1	4
Cc1ccccc1Cc1c(C)nc2c(C(=O)N3CCN(Cc4ccc5c(c4)OCO5)CC3)cnn2c1C	2	0	4	-3	3	2	-3.8	0	0	27
COc1ccc(CC(=O)N2CCN(c3ccccn3)CC2)cc1	0	-2	6	0	1	-2	-0.3	5	1	4
COc1ccc(C2/C(=C(/O)c3ccc4c(c3)CC(C)O4)C(=O)C(=O)N2Cc2cccnc2)cc1 (stereo not given)	-4	1	-2	-4	5	14	7.4	4	2	8
COc1cc(O)c(C(C)=O)c(OC)c1	-1	1	-8	3	-1	-5	0.8	0	1	2
O=C(Nc1ccc2c(c1)oc1ccccc12)N1CCOCC1	1	5	-3	-1	1	-2	1.5	1	-6	-3
CCN1CC(CN(C)Cc2nc(-c3cccs3)no2)CC1=O (stereo not given)	4	1	1	0	-3	-1	-2.3	7	-1	-1
CCN1CCN(Cc2nc3c(c(=O)n(C)c(=O)n3C)n2C(C)C(C)=O)CC1 (stereo not given)	-3	0	-4	2	6	-1	0.1	-1	1	7
COC(=O)c1ccccc1S(=O)(=O)N1Cc2cc([N+](=O)[O-])ccc2Oc2ccccc21	1	-1	6	0	-3	11	-1.0	-9	-3	-2
CCC(Sc1nc2ncccc2[nH]1)C(=O)N1CCOCC1 (stereo not given)	4	-6	2	-1	-3	5	-0.5	-1	-2	1
CC1(c2ccc(OCC(N)=O)cc2)NC(=O)NC1=O (stereo not given)	-2	-3	0	1	5	2	-0.8	3	4	-2
CCn1cc(C(=O)N2CCN(C3CCCCC3)CC2)c2cc(OC)c(OC)cc2c1=O	0	4	1	-1	7	5	-1.6	-2	0	-4
COc1ccc(OC)c(NC(=O)Nc2nnc(COCCO)s2)c1	-5	-8	0	0	1	-4	-0.1	.	2	4
COc1ccc(-c2csc(NC3=NCCCCC3)n2)cc1	-2	-2	8	0	6	15	-2.1	4	0	4
Fc1cccc(-c2cc3nc4c(c(N5CCOCC5)n3n2)CCCC4)c1	3	-2	5	-2	-4	-6	1.5	-5	0	0
C=CCNC(=O)CN1CCN(C(c2ccccc2)c2ccccc2)CC1	1	-1	-12	1	6	-20	-1.4	1	1	9
CCCC(=O)Nc1sc2c(c1C#N)CC(C)(C)NC2(C)C	2	-4	3	-1	1	-9	1.1	-1	-5	-3
c1coc(-c2nn3c(-c4ccco4)nnc3s2)c1	0	-2	4	-19	0	10	-2.6	-5	3	0
CNC(=O)COC(=O)c1ccccc1C(=O)c1ccc(Cl)c([N+](=O)[O-])c1	1	-1	2	0	-8	8	-0.4	-8	-3	4
O=C(Nc1c(C(=O)N2CCN(c3ccccn3)CC2)oc2ccccc12)c1cccc([N+](=O)[O-])c1	-5	4	5	-2	2	-4	-2.1	3	1	-2
O=C(CSc1nc(O)cc(=O)[nH]1)Nc1ccc2c(c1)CCC2	1	-18	6	-1	7	7	2.7	-11	5	10
CCC(=O)c1ccc(OCC(=O)Nc2cccc(S(=O)(=O)N3CCCCCC3)c2)cc1	4	-32	2	5	-14	3	-3.4	-33	-1	-11
Cc1ccc2cc(CN(CCN3CCOCC3)Cc3nnnn3Cc3ccco3)c(=O)[nH]c2c1C	2	-9	-4	-2	-2	1	0.4	3	10	0
CCOC(=O)c1[nH]c2ccc(F)cc2c1NC(=O)CCN1CCSCC1	-4	6	7	0	6	5	-1.7	0	0	6
COc1ccccc1N1CCN(C(C)C(=O)N2CC(C)OC(C)C2)CC1 (stereo not given)	2	5	-4	-1	-3	22	1.1	0	1	20
O=C(OCC(=O)N1CCCC1)c1cc(Cl)ccc1[N+](=O)[O-]	1	-6	-10	2	2	1	-0.2	-1	4	1
C=CCN(C)CC#Cc1ccc(OC)cc1	-4	1	.	2	4	2	.	.	-2	0
COCCn1c(=NC(=O)c2cc(-c3cccs3)nc3ccccc23)sc2cc(S(N)(=O)=O)ccc21	2	-118	29*	-3	6	11	-1.3	-139	-2	-113
O=C(OCC(=O)N1CCCCCC1)c1ccc([N+](=O)[O-])cc1Cl	-4	3	-6	3	2	-4	1.6	4	1	4
O=C(O)c1ccc(-c2noc(-c3ccccc3C(F)(F)F)n2)cc1	0	-6	4	-3	1	1	-0.6	-4	-1	-8
COCC(=O)Nc1cc(C)cn(Cc2cccc(C(F)(F)F)c2)c1=O	-3	-1	-6	0	9	-6	-0.9	-3	3	-9

Record cards, from the list above.
COc1ccccc1N1CCN(C(C)C(=O)N2CC(C)OC(C)C2)CC1 (stereo not given) in the list: LEDGF integ inh = 2; SIAE inh = 5; TCR CD3 inh = -4; UHRF1 MBD2 ctr = -1; DDE Tn7 FP inh = -3; TDP2 absorb = 22; PG9 binder = 1.1; HTRA1 inhibitor = 0; PRMT1 FP inh = 1; mABHD4 FP = 20
CCC(=O)c1ccc(OCC(=O)Nc2cccc(S(=O)(=O)N3CCCCCC3)c2)cc1 in the list: LEDGF integ inh = 4; SIAE inh = -32; TCR CD3 inh = 2; UHRF1 MBD2 ctr = 5; DDE Tn7 FP inh = -14; TDP2 absorb = 3; PG9 binder = -3.4; HTRA1 inhibitor = -33; PRMT1 FP inh = -1; mABHD4 FP = -11
